Bioassay records from PubChem.
OX1R antag-1: human HCRTR1 antagonism | O43613 | CHO/OX1R cells, Fluo-8 calcium fluorescence, orexin A | inhibition, % at 5 µM | AID 434989 | hit rate 0.43% among 330,000;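 active means inhibition above its plate's threshold, mean inhibition of all tested compounds on the plate plus 3 SD, cut at about 37% in these data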;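 further: 0% = orexin A challenge wells and 100% = SB-334867-A antagonist wells; not every result past the cut was called active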
Target sequence (O43613 whole entry, looked up): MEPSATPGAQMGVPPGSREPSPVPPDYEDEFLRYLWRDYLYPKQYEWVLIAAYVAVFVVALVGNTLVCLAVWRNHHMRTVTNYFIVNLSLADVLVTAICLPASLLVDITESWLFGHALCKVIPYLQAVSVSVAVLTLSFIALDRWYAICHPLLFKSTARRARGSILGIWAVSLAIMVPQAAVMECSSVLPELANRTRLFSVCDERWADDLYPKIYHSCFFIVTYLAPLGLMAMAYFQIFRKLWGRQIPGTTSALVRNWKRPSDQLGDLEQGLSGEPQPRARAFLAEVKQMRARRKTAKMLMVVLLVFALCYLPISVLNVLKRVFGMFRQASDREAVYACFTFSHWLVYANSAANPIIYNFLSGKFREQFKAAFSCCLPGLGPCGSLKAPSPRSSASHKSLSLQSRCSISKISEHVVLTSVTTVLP
OX1R antag-2: antagonists of human orexin 1 receptor (OX1R); OX1R-expressing cells, FRET antagonist read-out; inhibition, % at 6.6 µM; hit rate 1.8% among 330,000; AID 485270; in the data active means inhibition mostly above about 38%, no sharp cut-off; inactive means mostly below about 40%;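 further: 0% = agonist challenge alone and 100% = reference antagonist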
* = called active by the depositor; & = joins results of further samples. An excerpt; rates above refer to the full screens.

Values run as follows: OX1R antag-1, OX1R antag-2
1	C=C[C@@H]1C2=CCOC(=O)C2=CO[C@H]1O[C@@H]1O[C@H](CO)[C@@H](O)[C@H](O)[C@H]1O
    3, 3
2	COc1ccc(Cn2c(N)c(C(=O)NCc3ccco3)c3nc4ccccc4nc32)cc1
    18, 47
3	CCCCOc1ccc(CN2CCN(CC)CC2)cc1
    -11, 7
4	COc1ccc(C2(C#N)CC[N+](C)(C)CC2)cc1
    -5, 32
5	COc1ccc(C(O)c2cc(OC)ccc2OP(=O)(N(C)C)N(C)C)cc1 (stereo not given)
    -14, 0
6	CCC(Oc1cc(Cl)ccc1Cl)C(=O)N1CCC2(CC1)OCCO2 (stereo not given)
    -24, 19
7	CN(C=O)CP(=O)(O)CN(C)C=O
    -4, 10
8	Cc1cccc(N2C(=O)NC(=O)/C(=C/c3ccc([N+](=O)[O-])o3)C2=O)c1
    2, 20
9	C[N+]12CN3CN(CN(C3)C1)C2
    -19, 14
10	CC1=C2[C@@H]3OC(=O)[C@H](C)C3CC[C@@]2(C)C=CC1=O (stereo not given in full)
    -2, -11
11	CNC(=O)O/N=C(\N)Cc1csc2ccc(Cl)cc12
    -8, 9
12	COC(=O)C1=C(c2ccc(F)cc2OCc2ccccc2)C[C@@H]2CC[C@H]1N2C(=O)NCc1ccccc1C(F)(F)F
    -28, -4
13	Fc1ccc(C(OCCN2CCN(CCCc3ccccc3)CC2)c2ccc(F)cc2)cc1
    1, 6
14	O=C(c1cc(Br)ccc1Cl)N1CCC2(CC1)OCCO2
    45*, 6
15	O=C(c1ccc2nc(-c3ccco3)c(-c3ccco3)nc2c1)N1CCC2(CC1)OCCO2
    -10, 47
16	Nc1c(C(=O)NCc2ccco2)c2nc3ccccc3nc2n1Cc1ccccc1
    -1, 16
17	Cc1ccc(C)c(NC(=S)NCCc2cnc[nH]2)c1
    -5, 6
18	COCc1cc(OC(=O)N(C)C)nc(-c2ccccc2)n1
    -5, -5
19	O=C1NS(=O)c2cc([N+](=O)[O-])cc([N+](=O)[O-])c21 (stereo not given)
    -1, 67*
20	CCCNC(=O)c1c(N)n(CC2CCCO2)c2nc3ccccc3nc12 (stereo not given)
    -27, 15
21	C=CCn1c(O)c(C(C)=NC2CCN(Cc3ccccc3)CC2)c(=O)[nH]c1=O
    -10, 0
22	CCCCNC(=O)CN1C(=O)CN=C(c2ccccc2)c2ccccc21
    -3, 10
23	N=c1n(CCO)c2ccccc2n1Cc1ccccc1
    -17, 3
24	Cc1noc(C)c1CC(=O)N1CCCC(N2CCN(c3ccccc3F)CC2)C1 (stereo not given)
    -18, 12
25	CCn1c(O)c(N=Nc2cccc(S(=O)(=O)N3CCOCC3)c2)c(=O)n(CC)c1=S
    8, -1
26	COC(=O)C1=C(c2cc3ccccc3s2)C[C@@H]2CC[C@H]1N2C(=O)NCc1ccco1
    -25, 21
27	C=CCN1C(=O)/C(=C/c2ccc(N3CCOCC3)o2)C(=O)NC1=S
    -5, 37
28	O=C(C1CCCO1)N1CCC2(CC1)OCCO2 (stereo not given)
    0, -6
29	Cc1cc(=O)oc2c(C)c(OCC(=O)N3C[C@H]4C[C@@H](C3)c3cccc(=O)n3C4)ccc12
    -7, 0
30	CC(C)(C)c1cc(OC(=O)Cc2ccccc2)ccc1O
    7, 12

One compound at a time, from the list above:
CC(C)(C)c1cc(OC(=O)Cc2ccccc2)ccc1O in the list: OX1R antag-1: 7; OX1R antag-2: 12
COCc1cc(OC(=O)N(C)C)nc(-c2ccccc2)n1 in the list: OX1R antag-1: -5; OX1R antag-2: -5

More compounds
Values run as follows: OX1R antag-1, OX1R antag-2
31	CCCOC(=O)c1ccc(-[n+]2c(-c3ccccc3)cc(-c3ccccc3)cc2-c2ccccc2)cc1
    41, 18
32	Cn1c(O)c(/C=C2\C=Nc3ccccc32)c(=O)n(C)c1=O
    -18, 12
33	CCc1nc2ccccc2c(=O)n1-c1cccc(OC)c1
    11, 9
34	O=C1NC(=O)C(=Cc2cc3c(cc2[N+](=O)[O-])OCO3)C(=O)N1
    -5, 27
35	CC(=O)c1cn(CC(=O)NCCc2c[nH]c3ccccc23)c2ccccc12
    -1, 20
36	O=C(c1ccccc1F)c1cn(CC(=O)N2CCOCC2)c2ccccc12
    -14, 17
37	CCC(C)n1c(O)c(/C=N/N2CCOCC2)c(=O)[nH]c1=S (stereo not given)
    -9, 8
38	O=C1C2CCCN2C(c2ccc(Cl)cc2)N1c1ccccn1 (stereo not given)
    -19, 9
39	CN(C)CC1CCCCC1OC(=O)c1ccc(Cl)c(Cl)c1 (stereo not given)
    -16, 5
40	N[C@@H](Cc1ccc(N(CCCl)CCCl)cc1)C(=O)O
    -1, 13
41	COC(=O)C1=C(c2ccc(F)cc2F)C[C@@H]2CC[C@H]1N2C(=O)N1CCCCC1
    -35, 5
42	CC1CCCN(CC(=O)c2ccc(Cl)c(Cl)c2)C1 (stereo not given)
    10, 7
43	NCCc1c(Cc2ccccc2)[nH]c2ccccc12
    -25, 9
44	CN(C)C(=O)Oc1ccc(NC(=O)N2CCOCC2)cc1
    6, 12
45	O=C(c1ccc(Cl)cc1)C1CCCN(Cc2ccc3nonc3c2)C1 (stereo not given)
    -32, 14
46	COc1cc(N2CCOCC2)ccc1/C=C1\C(=O)NC(=O)N(Cc2ccc3c(c2)OCO3)C1=O
    8, 20
47	C[C@@]12N[C@@H](Cc3ccccc31)c1ccccc12
    0, 8
48	Cc1cc(C)c(S(=O)(=O)NCC2CCC(C(=O)N3CCC4(CC3)OCCO4)CC2)c(C)c1 (stereo not given)
    -11, -2
49	N/C(=N/[N+](=O)[O-])N1CCN(C(=O)Oc2ccc([N+](=O)[O-])cc2)CC1
    -19, 5
50	CCS(=O)(=O)N1CCC(C(=O)N2CCC3(CC2)OCCO3)CC1
    6, -6
51	COC(=O)N1C(c2ccccc2)C1c1ccccc1 (stereo not given)
    -15, 11
52	CC1CCC(NCCc2ccc3c(c2)OCO3)CC1 (stereo not given)
    2, 13
53	CCOc1cc2c(cc1OCC)-n1cccc1C(c1ccc(OC)cc1)NC2 (stereo not given)
    -22, 10
54	COc1ccc(-c2nn(CCC#N)cc2C(=O)Nc2ccccc2Br)cc1[N+](=O)[O-]
    -6, 20
55	CC1(C)N2CC3([N+](=O)[O-])CN1CC([N+](=O)[O-])(C2)C3
    -2, 3
56	C=CCn1c(O)c(/C=C2/C=c3ccccc3=N2)c(=O)[nH]c1=S
    -1, 7
57	CCN(CC)Cc1c[nH]c2ccccc12
    -13, 16
58	C=CCN1C(=O)NC(=O)/C(=C/c2cnc(SC)nc2)C1=O
    -1, 22
59	Cc1[nH]c2ccccc2c1CCCNC1CCCCC1
    -25, 7
60	CN(C)CCN=Cc1c(O)n(-c2cccc(C(F)(F)F)c2)c(=O)[nH]c1=O
    -12, 17
61	C=C1C(O)(c2ccccc2)C2CC[N+]1(C)CC2 (stereo not given)
    -13, 9
62	C=CCn1c(O)c(C(C)=NCCc2ccccc2)c(=O)[nH]c1=O
    -1, 5
63	C[C@]12CC[C@H](O)C[C@H]1CC[C@@H]1C2CC[C@]2(C)[C@@H](C3=CC(=O)OC3)[C@@H](O)C[C@]12O (stereo not given in full)
    1, 0
64	O=C1NC(=O)C(CCc2ccncc2)(c2ccccc2)C(=O)N1
    -14, 11
65	Cc1cc(OCC(=O)O)c2c3c(c(=O)oc2c1)CCCC3
    -20, 28
66	COc1ccccc1-n1c(O)c(/C=C2\C=Nc3ccccc32)c(=O)[nH]c1=O
    -8, 22
67	O=C(CN1CCCCC1)c1ccccc1F
    -35, 11
68	OC(CNC1CCCCC1)C(F)(F)F (stereo not given)
    -12, -1
69	COc1ccc(C(=O)C2CCCN(Cc3ccon3)C2)c(OC)c1 (stereo not given)
    -20, 10
70	Clc1ccc(OCC#CCN2CCOCC2)cc1
    -14, 9
71	Cc1ccccc1N1C(=O)NC(=O)/C(=C\c2cc(C)n(C)c2C)C1=O
    -8, 9
72	COC(=O)C1=C(c2ccc(OC)c(OC)c2)C[C@@H]2CC[C@H]1N2C(=O)NC1Cc2ccccc2C1
    -58, 9
73	O=c1[nH]c(O)c(N=Nc2cccc(S(=O)(=O)N3CCOCC3)c2)c(=O)[nH]1
    -5, 88*
74	COc1ccc(C2SCC(=O)Nc3c2c(=O)[nH]n3C2CCCCCC2)cc1OC (stereo not given)
    -26, 6
75	CC(C)CC(N(C)C)C1(c2ccc(Cl)cc2)CCC1 (stereo not given)
    -7&-11, 3&9
76	CCOC(=O)C1(CCCc2ccccc2)CCN(C2CCC2)CC1
    -19, 20
77	Cc1sc2c(c1C)C(c1ccc(C(C)(C)C)cc1)=NCC(=O)N2CC(=O)Nc1nccs1
    -41, 14
78	COc1ccc(CN2CCCC(C(=O)c3ccccc3SC)C2)cc1O (stereo not given)
    -21, 6
79	CCCCn1c(O)c(C(C)=NCCc2ccccc2)c(=O)[nH]c1=O
    -24, 18
80	CCCCn1c(O)c(C=NC2CCCCC2N)c(=O)[nH]c1=O (stereo not given)
    -11, 2
81	CCN(CC)S(=O)(=O)c1ccc(N=Cc2c(O)n(-c3ccccc3)c(=O)[nH]c2=O)cc1
    -25, 40
82	CCC1(CCCC(=O)c2ccc(F)cc2)C(=O)NC(=S)NC1=O
    -10, 6
83	CCc1nccc2c1[nH]c1ccccc12
    -3, 7
84	Nc1ccc(C(=O)N/N=C2/CN3CCC2CC3)cc1
    -15, -3
85	O=c1c2ccccc2ncn1-c1ccc([N+](=O)[O-])c(C(F)(F)F)c1
    2, 11
86	O=C(C(Cc1ccccc1)NS(=O)(=O)c1ccc(F)cc1)N1CCC2(CC1)OCCO2 (stereo not given)
    -26, 26
87	N#CC1=C(N)Oc2c(c(=O)oc3ccccc23)C1c1ccc(OC(=O)N2CCOCC2)cc1 (stereo not given)
    -13, 17
88	CC1(C)CN(S(=O)(=O)OCC(Cl)(Cl)Cl)C(=O)N1
    -10, 21
89	COc1ccccc1OCC#CCN1CCCC(C)C1 (stereo not given)
    -13, 10
90	CCN(CC)C(=O)c1ccc(NC(=O)C2=C(C)OCCS2)cc1
    7, 7

Continuation.
Values run as follows: OX1R antag-1, OX1R antag-2
91	O=C(N/N=C/c1c(O)n(Cc2ccco2)c(=O)[nH]c1=O)c1ccccc1O
    -8, 24
92	NC(=O)c1ccc(N=Cc2c(O)n(Cc3ccco3)c(=O)[nH]c2=O)cc1
    -1, 10
93	CCN(CC)CCN=Cc1c(O)n(Cc2ccccc2)c(=O)[nH]c1=O
    -16&-8, 9&18
94	CC(=O)NC(Cc1ccc(N(CCCl)CCCl)cc1)C(=O)NC(CC(C)C)C(=O)O (stereo not given)
    -21, 4
95	CC(C)n1cc(C(=O)N(CC(=O)NC(C)(C)C)Cc2ccccc2)cn1
    -11, 23
96	CCCCC(=O)N/N=C/c1c(O)n(Cc2ccc(F)cc2)c(=O)[nH]c1=O
    -23, 5
97	O=C(Nc1ccccc1)Oc1ccccc1
    -1, 7
98	Cc1cccnc1-n1c(-c2ccccc2)nc2ccccc2c1=O
    -15, 17
99	COc1c2c(cc3c1OCO3)CC[N+](C)=C2
    0, 23
100	O=c1[nH]c(=O)n(CCc2ccccc2)c(O)c1C=NCc1ccc2c(c1)OCO2
    -13, 13
101	C[C@]12CCC3=C4CCC(=O)C=C4CC[C@H]3C1CC[C@@H]2O (stereo not given in full)
    -1, 10
102	NCC(CC(=O)O)c1ccc(Cl)cc1 (stereo not given)
    -8, 7
103	C/C(=C\c1ccc(N(C)C)cc1)[N+](=O)[O-]
    7, 35
104	COC(=O)C1=C(c2ccccc2OCc2ccccc2)C[C@@H]2CC[C@H]1N2C(=O)NCc1ccc([N+](=O)[O-])cc1
    1, 8
105	O=C1NC(=S)N(c2ccccc2F)C(=O)/C1=C\c1cccs1
    10, 9
106	COC(=O)C1=CCCN(C)C1
    -6, 9
107	COc1cccc(NP(=O)(Oc2ccc(Cl)cc2)Oc2ccc(Cl)cc2)c1
    -11, 7
108	COc1ccc(C(Nc2ccccc2)P(=O)(Oc2ccccc2)Oc2ccccc2)cc1 (stereo not given)
    -11, 25
109	O=c1c2ccccc2nc(C[n+]2ccccc2)n1-c1cccc(C(F)(F)F)c1
    0, 3
110	O=c1[nH]c(=O)n(Cc2ccco2)c(O)c1C=NCc1ccco1
    -11, 3
111	CCN(CC)c1ccc(N=Cc2c(O)n(-c3ccc(OC)cc3)c(=O)[nH]c2=O)cc1
    -20, 10
112	CC(C)COc1ccc(C2(C#N)CC[N+](C)(C)CC2)cc1
    -13, 27
113	O=c1[nH]c(=S)n(C2CC2)c(O)c1C=NCCN1CCOCC1
    -4, 8
114	CNC(=O)c1cccn(Cc2cccc(C(F)(F)F)c2)c1=O
    11, 17
115	Cn1c(O)c(/C=N/N2CCOCC2)c(=O)[nH]c1=S
    -16, 9
116	CC(C)(O)[C@@H]1[C@H]2OC(=O)[C@@H]1[C@]1(O)C[C@H]3O[C@]34C(=O)O[C@H]2[C@]14C (tested in a mixture with another compound)
    -8, 10
117	COC(=O)C1=C(c2ccccc2OCc2ccccc2)C[C@@H]2CC[C@H]1N2C(=O)NCc1ccc(OC)cc1
    10, 14
118	CCCN(CC#CCO)CCC
    -8, 0
119	CN1CCN(c2nc3ccccc3c(=O)n2-c2ccccc2)CC1
    -24, 13
120	O=C(O)CCn1cc(C=C2C(=O)NC(=O)NC2=O)c(-c2ccc(Br)cc2)n1
    -8, 17
121	COc1ccc(C(C)=O)cc1CC(C(=O)c1ccccc1)N(C)C (stereo not given)
    -30, 27
122	CCN(CC)CCO
    3, 4

Reprinted at random: 6 records from the list, in no set order.
Values run as follows: OX1R antag-1, OX1R antag-2
99	COc1c2c(cc3c1OCO3)CC[N+](C)=C2
    0, 23
121	COc1ccc(C(C)=O)cc1CC(C(=O)c1ccccc1)N(C)C (stereo not given)
    -30, 27
117	COC(=O)C1=C(c2ccccc2OCc2ccccc2)C[C@@H]2CC[C@H]1N2C(=O)NCc1ccc(OC)cc1
    10, 14
100	O=c1[nH]c(=O)n(CCc2ccccc2)c(O)c1C=NCc1ccc2c(c1)OCO2
    -13, 13
92	NC(=O)c1ccc(N=Cc2c(O)n(Cc3ccco3)c(=O)[nH]c2=O)cc1
    -1, 10
104	COC(=O)C1=C(c2ccccc2OCc2ccccc2)C[C@@H]2CC[C@H]1N2C(=O)NCc1ccc([N+](=O)[O-])cc1
    1, 8
